Screening data deposited in PubChem BioAssay by several laboratories.
TROY NFkB inh: inhibitors of TROY-driven NF-kB signaling, primary screen, Q293 LMP1-TROYcd cells, NF-kB luciferase, uHTS; Q293 LMP1-TROYcd NF-kB luciferase reporter, 4 h; inhibition, % at 10 µM; hit rate 0.98% among 360,000; AID 1347056, 2019;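 active = compounds whose plate-normalised and pattern-corrected inhibition of the luciferase reporter signal at the single screening dose is 50% or more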
NR2E3 ag-1: NR2E3 agonists in two-hybrid cells, primary screen, cell-based, luminescence, CHO-S, Gal4-NCOR/VP16-NR2E3. Photoreceptor-specific nuclear receptor (Homo sapiens), Q9Y5X4. luciferase. inhibition of corepressor binding, % at 3.98 µM. hit rate 0.35% among 360,000. AID 602229, 2012;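 active = inhibition above the mean of all tested compounds plus 3 SD, cut at about 70% in these data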;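 note: 0% = DMSO with NR2E3 transfected cells and 100% = cells lacking NR2E3 construct; higher means lower luciferase signal from less NR2E3 corepressor binding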
Target sequence (Q9Y5X4 whole entry, looked up, the tested form may be a part): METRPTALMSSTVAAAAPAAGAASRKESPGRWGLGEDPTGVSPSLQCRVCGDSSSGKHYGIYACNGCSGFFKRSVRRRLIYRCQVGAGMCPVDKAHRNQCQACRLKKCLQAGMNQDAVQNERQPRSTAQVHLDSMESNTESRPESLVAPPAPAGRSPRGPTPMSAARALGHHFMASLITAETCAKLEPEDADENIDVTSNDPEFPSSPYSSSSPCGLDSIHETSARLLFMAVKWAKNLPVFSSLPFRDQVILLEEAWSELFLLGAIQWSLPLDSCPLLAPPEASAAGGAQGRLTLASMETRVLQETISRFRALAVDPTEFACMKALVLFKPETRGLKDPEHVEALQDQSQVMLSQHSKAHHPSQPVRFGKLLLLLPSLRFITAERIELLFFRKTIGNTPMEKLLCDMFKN
HIF-2a block: HIF-2a reporter inhibitors, primary screen, luminescence, 786-0 RCC cells | 786-0 RCC cells HIF-2a reporter, luciferase luminescence, overnight | inhibition, % at 18.8 µM | hit rate 0.72% among 360,000;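 active = inhibition of the luminescence signal of 40% or more relative to plate controls, in a single-dose primary screen at 18.75 µM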
MITF TRPM1 inh: inhibitors of MITF-dependent TRPM1 promoter reporter, primary screen, cell-based, SK-MEL-5, single point, luciferase; AID 488899, 2010; inhibition, % at 12.5 µM; hit rate 0.83% among 330,000; SK-MEL-5 TRPM1 promoter luciferase, 24 h;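 active = mean inhibition across replicates of 60% or more, whatever share of single replicates reaches that level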; note: values of inactives mirror those of a sister screen read the other way
Shn3 inh set2: reduction of Shn3 3'UTR firefly luciferase signal, primary screen, Schnurri-3 inhibitor project, cell-based, Clone20 osteoblasts, set 2; Clone20 osteoblast Shn3 3'UTR firefly luciferase, 24 h; inhibition, % at 12.5 µM; hit rate 0.52% among 360,000; AID 588674, 2011;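 active = mean inhibition of at least 75% with every replicate also reaching 75%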;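 note: 0% = median of neutral control wells and 100% = pilot-screen positive control compound; some compounds past the cut are filed as inactive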
CF NFkB inh: inhibitors of PAF-induced NF-kB signaling, primary screen, cell-based, GFP fluorescence, uHTS | KKLEB NF-kB-GFP reporter, GFP fluorescence overnight | inhibition, % at 5 µM | hit rate 0.86% among 360,000;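 active = at least 50% inhibition at 5 µM, scaled per plate between neutral and stimulator controls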;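 note: PAF is a Pseudomonas aeruginosa culture filtrate used as stimulus; plate controls were PAF-stimulated DMSO wells for no effect and unstimulated DMSO wells for full effect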
Peg3 prom inh: Peg3 promoter-driven luciferase inhibitors, primary screen, cell-based, HeLa, luciferase luminescence | HeLa PEG-Prom luciferase reporter, overnight | inhibition, % at 20 µM | hit rate 1.7% among 360,000;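 active = inhibition of at least 50% at 20 µM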
TWEAK-Fn14 inh: inhibitors of TWEAK-Fn14 signaling, primary screen, luciferase reporter cells, uHTS; AID 1159606, 2016; inhibition, % at 10 µM; TWEAK-stimulated Fn14 reporter cells, luciferase luminescence, 8 h; hit rate 2% among 360,000; in the data active = inhibition above about 50%
KKLEB cytotox: cytotoxicity in KKLEB CF airway cells, primary screen, cytotoxicity control for CF NF-kB inhibitor project, cell-based, uHTS, fluorescence assay plates; KKLEB CF airway cells viability, ATPlite luminescence, overnight; stronger effect = lower value; cells stimulated with P. aeruginosa culture filtrate; activity change (cytotoxicity), % at 5 µM; hit rate 0.36% among 360,000; AID 602141, 2011;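 active = corrected activity change at or below -50% at 5 µM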
C8 TRAIL sens: viability loss with TRAIL in NB7+C8 cells, primary screen, TRAIL sensitizer project, cell-based, ATPlite luminescence | inhibition (viability loss, TRAIL sensitization), % at 10 µM | hit rate 1% among 360,000;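 active = compounds causing at least 50% loss of cell viability in the single-dose screen, relative to plate controls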
NR2E3 ag-2: inhibitors of NR2E3-RetCOR corepressor binding, primary screen, NR2E3 agonist project, biochemical, TR-FRET, GST-NR2E3, biotin-RetCOR. hit rate 0.12% among 320,000. inhibition of corepressor binding, % at 4.78 µM. AID 2300, 2010. 1536-well;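 active = percent inhibition above the cutoff of mean plus 3 SD of all tested compounds, set per screening campaign, cut at about 20% in these data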;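 note: 0% = DMSO wells and 100% = biotin wells as full block of FRET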
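Format: 1536-well format; test system: GST-NR2E3 and biotin-RetCOR proteins; read-out basis: percent inhibition of TR-FRET ratio; timing: 5 h incubation at 4 °C; detection: time-resolved FRET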
* hit, by the source's call.

`O=C(C1=C(O)C(=O)N(CCOCCO)C1c1cccs1)c1cccs1` (stereo not drawn) gave TROY NFkB inh -30, NR2E3 ag-1 -7, HIF-2a block -12, MITF TRPM1 inh -1, Shn3 inh set2 -10, CF NFkB inh 0, Peg3 prom inh -1, TWEAK-Fn14 inh -13, KKLEB cytotox 4, C8 TRAIL sens -3 and NR2E3 ag-2 1.
Screening C=CCn1c(O)c(N=NC(=O)c2ccc3c(c2)OCO3)c2ccccc21 returned TROY NFkB inh 1, NR2E3 ag-1 -14, HIF-2a block -118, MITF TRPM1 inh -63, Shn3 inh set2 -72, CF NFkB inh 25, Peg3 prom inh -57, TWEAK-Fn14 inh -51, KKLEB cytotox -20, C8 TRAIL sens 45 and NR2E3 ag-2 2.
`CC(=O)Nc1ccc(NC(=O)C(C)OC(=O)c2ccccc2C(=O)c2ccc(Cl)c([N+](=O)[O-])c2)cc1` (stereo not drawn) gave TROY NFkB inh 51*, NR2E3 ag-1 -17, HIF-2a block 19, MITF TRPM1 inh 76*, Shn3 inh set2 -1, CF NFkB inh 81*, Peg3 prom inh 94*, TWEAK-Fn14 inh 96*, KKLEB cytotox -22, C8 TRAIL sens 10 and NR2E3 ag-2 9.
CCN(CC)S(=O)(=O)c1cc(NS(=O)(=O)c2cccs2)ccc1C was read as TROY NFkB inh 3, NR2E3 ag-1 14, HIF-2a block 10, MITF TRPM1 inh 6, Shn3 inh set2 -11, CF NFkB inh 4, Peg3 prom inh 6, TWEAK-Fn14 inh 0, KKLEB cytotox 9 and C8 TRAIL sens -12.
Cc1cc(C)cc(NC(=O)CS(=O)(=O)c2ccccc2)c1 was read as TROY NFkB inh -7, NR2E3 ag-1 -2, HIF-2a block 5, MITF TRPM1 inh -11, Shn3 inh set2 -17, CF NFkB inh 16, Peg3 prom inh 9, TWEAK-Fn14 inh 17, KKLEB cytotox 4, C8 TRAIL sens 2 and NR2E3 ag-2 1.
`Cn1ncc2c(N3CCOCC3)ncnc21` gave TROY NFkB inh 13, NR2E3 ag-1 -5, HIF-2a block -5, MITF TRPM1 inh -4, Shn3 inh set2 10, CF NFkB inh -14, Peg3 prom inh -9, TWEAK-Fn14 inh 3, KKLEB cytotox 1, C8 TRAIL sens -3 and NR2E3 ag-2 1.
For CC(=O)OC1CC(C)(C)N(OC(=O)CCCN2C(=O)c3ccccc3C2=O)C(C)(C)C1 the results were TROY NFkB inh 12, NR2E3 ag-1 -15, HIF-2a block 14, MITF TRPM1 inh 10, Shn3 inh set2 -25, CF NFkB inh -2, Peg3 prom inh -1, TWEAK-Fn14 inh 6, KKLEB cytotox 6, C8 TRAIL sens 4 and NR2E3 ag-2 -1.
For Cc1ccc(S(=O)(=O)N(CC(=O)NCCSCc2ccco2)c2cc(C)ccc2C)cc1 the results were TROY NFkB inh 2, NR2E3 ag-1 -8, HIF-2a block 22, MITF TRPM1 inh 11, Shn3 inh set2 17, CF NFkB inh 10, Peg3 prom inh 36, TWEAK-Fn14 inh 12, KKLEB cytotox -18, C8 TRAIL sens -4 and NR2E3 ag-2 -1.
For CC(=O)Nc1ccc(S(=O)(=O)N2CCOCC2)cc1 the results were TROY NFkB inh 17, NR2E3 ag-1 14, HIF-2a block 12, MITF TRPM1 inh 1, Shn3 inh set2 -20, CF NFkB inh -5, Peg3 prom inh 4, TWEAK-Fn14 inh 4, KKLEB cytotox -5, C8 TRAIL sens -3 and NR2E3 ag-2 1.
`COC(=O)c1cnn(-c2ccc(F)cc2F)c1/C=N/NC(N)=S` gave TROY NFkB inh 16, NR2E3 ag-1 11, HIF-2a block 18, MITF TRPM1 inh 19, Shn3 inh set2 12, CF NFkB inh -8, Peg3 prom inh 14, TWEAK-Fn14 inh 0, KKLEB cytotox -1, C8 TRAIL sens 4 and NR2E3 ag-2 2.
`O=C(CCl)Nc1ccccc1C(=O)NCc1ccccc1` gave TROY NFkB inh -5, NR2E3 ag-1 -35, HIF-2a block 19, MITF TRPM1 inh 28, Shn3 inh set2 -5, CF NFkB inh 2, Peg3 prom inh 46, TWEAK-Fn14 inh 27, KKLEB cytotox -1, C8 TRAIL sens 2 and NR2E3 ag-2 0.
`CC(=O)c1c(C)nc2sc3c(=N)n(N)cnc3c2c1-c1ccc(Cl)cc1` gave TROY NFkB inh 8, NR2E3 ag-1 -46, HIF-2a block 10, MITF TRPM1 inh -5, Shn3 inh set2 7, CF NFkB inh -4, Peg3 prom inh -18, TWEAK-Fn14 inh -12, KKLEB cytotox -5, C8 TRAIL sens -4 and NR2E3 ag-2 1.

Overlap with the part before: 4 compounds, then new ones.
For CC(=O)Nc1ccc(S(=O)(=O)N2CCOCC2)cc1 the results were TROY NFkB inh 17, NR2E3 ag-1 14, HIF-2a block 12, MITF TRPM1 inh 1, Shn3 inh set2 -20, CF NFkB inh -5, Peg3 prom inh 4, TWEAK-Fn14 inh 4, KKLEB cytotox -5, C8 TRAIL sens -3 and NR2E3 ag-2 1.
`COC(=O)c1cnn(-c2ccc(F)cc2F)c1/C=N/NC(N)=S` gave TROY NFkB inh 16, NR2E3 ag-1 11, HIF-2a block 18, MITF TRPM1 inh 19, Shn3 inh set2 12, CF NFkB inh -8, Peg3 prom inh 14, TWEAK-Fn14 inh 0, KKLEB cytotox -1, C8 TRAIL sens 4 and NR2E3 ag-2 2.
`O=C(CCl)Nc1ccccc1C(=O)NCc1ccccc1` gave TROY NFkB inh -5, NR2E3 ag-1 -35, HIF-2a block 19, MITF TRPM1 inh 28, Shn3 inh set2 -5, CF NFkB inh 2, Peg3 prom inh 46, TWEAK-Fn14 inh 27, KKLEB cytotox -1, C8 TRAIL sens 2 and NR2E3 ag-2 0.
`CC(=O)c1c(C)nc2sc3c(=N)n(N)cnc3c2c1-c1ccc(Cl)cc1` gave TROY NFkB inh 8, NR2E3 ag-1 -46, HIF-2a block 10, MITF TRPM1 inh -5, Shn3 inh set2 7, CF NFkB inh -4, Peg3 prom inh -18, TWEAK-Fn14 inh -12, KKLEB cytotox -5, C8 TRAIL sens -4 and NR2E3 ag-2 1.
Screening NS(=O)(=O)c1ccc(NC(=O)CCC(=O)N2CCOCC2)cc1 returned TROY NFkB inh 1, NR2E3 ag-1 -23, HIF-2a block 11, MITF TRPM1 inh 2, Shn3 inh set2 -2, CF NFkB inh -2, Peg3 prom inh 9, TWEAK-Fn14 inh 8, KKLEB cytotox 6, C8 TRAIL sens -13 and NR2E3 ag-2 4.
Screening COc1ccc(NC(=O)C2Cc3c(-c4cccc(F)c4)ccnc3O2)cn1 (stereo not drawn) returned TROY NFkB inh 2, NR2E3 ag-1 -2, HIF-2a block 7, Shn3 inh set2 32, CF NFkB inh -4, Peg3 prom inh 18, TWEAK-Fn14 inh 14, KKLEB cytotox -9 and C8 TRAIL sens 19.
O=C(c1ccccc1)c1cccn1CC(=O)N1CCN(C2CCCCC2)CC1 was read as TROY NFkB inh 3, NR2E3 ag-1 -16, HIF-2a block 18, MITF TRPM1 inh -14, Shn3 inh set2 3, CF NFkB inh -2, Peg3 prom inh 6, TWEAK-Fn14 inh -12, KKLEB cytotox 3, C8 TRAIL sens -11 and NR2E3 ag-2 2.
O=C(NCCN1CCCC(O)C1)c1cc(COc2c(F)cccc2F)on1 (stereo not drawn) was read as TROY NFkB inh -20, NR2E3 ag-1 -6, HIF-2a block -6, MITF TRPM1 inh 9, Shn3 inh set2 -12, CF NFkB inh 19, Peg3 prom inh -8, TWEAK-Fn14 inh 10, KKLEB cytotox 6, C8 TRAIL sens -3 and NR2E3 ag-2 0.
For CCc1c(Nc2ccccc2C)nc(N)[nH]c1=O the results were TROY NFkB inh -12, NR2E3 ag-1 -20, HIF-2a block -1, MITF TRPM1 inh 2, Shn3 inh set2 -30, CF NFkB inh -8, Peg3 prom inh 9, TWEAK-Fn14 inh 33, KKLEB cytotox 11 and C8 TRAIL sens 8.
Screening CC(C)(C)OC(=O)N1CCN(C(=O)c2nc[nH]c2C(=O)N2CCN(c3ccccc3)CC2)CC1 returned TROY NFkB inh -1, NR2E3 ag-1 5, HIF-2a block -5, Shn3 inh set2 5, CF NFkB inh -9, Peg3 prom inh 2, TWEAK-Fn14 inh 15, KKLEB cytotox -27, C8 TRAIL sens 4 and NR2E3 ag-2 4.
For CCCC(=O)Nc1nc2ccc(NC(=O)c3ccc(Br)o3)cc2s1 the results were TROY NFkB inh -19, NR2E3 ag-1 -29, HIF-2a block -70, MITF TRPM1 inh -2, Shn3 inh set2 3, CF NFkB inh 13, Peg3 prom inh -1, TWEAK-Fn14 inh 12, KKLEB cytotox 1, C8 TRAIL sens 5 and NR2E3 ag-2 0.
Screening CC(=O)Nc1ccc(-c2ccnc3c2CC(C)(C(=O)Nc2cccc(C(C)=O)c2)O3)cc1 (stereo not drawn) returned TROY NFkB inh -18, NR2E3 ag-1 13, HIF-2a block 10, Shn3 inh set2 23, CF NFkB inh -32, Peg3 prom inh 1, TWEAK-Fn14 inh -60, KKLEB cytotox -2 and C8 TRAIL sens 0.
Screening O=c1c2ccccc2nc2c3ccccc3cnn12 returned TROY NFkB inh -100, NR2E3 ag-1 -47, HIF-2a block -283, MITF TRPM1 inh -46, Shn3 inh set2 -14, CF NFkB inh -143, Peg3 prom inh -170, TWEAK-Fn14 inh -38, KKLEB cytotox -12, C8 TRAIL sens -1 and NR2E3 ag-2 -3.
Screening CCN1C(=O)/C(=C\N(C)C)c2ccccc21 returned TROY NFkB inh 1, NR2E3 ag-1 5, HIF-2a block 5, MITF TRPM1 inh 10, Shn3 inh set2 4, CF NFkB inh -1, Peg3 prom inh 7, TWEAK-Fn14 inh -18, KKLEB cytotox -12, C8 TRAIL sens -1 and NR2E3 ag-2 -1.
`CCOC(=O)c1cc(C)n(CCCN2CCOCC2)c1C` gave TROY NFkB inh 2, NR2E3 ag-1 -9, HIF-2a block 6, MITF TRPM1 inh 3, Shn3 inh set2 -10, CF NFkB inh -1, Peg3 prom inh -3, TWEAK-Fn14 inh -10, KKLEB cytotox -7, C8 TRAIL sens 1 and NR2E3 ag-2 -8.
For COc1ccccc1NS(=O)(=O)c1cc(N=N/C(C(=O)Nc2ccc(Cl)cc2)=C(/C)O)ccc1C the results were TROY NFkB inh -3, NR2E3 ag-1 -17, HIF-2a block -7, MITF TRPM1 inh -16, Shn3 inh set2 11, CF NFkB inh 7, Peg3 prom inh 5, TWEAK-Fn14 inh -2, KKLEB cytotox -1 and C8 TRAIL sens 1.

Some of the compounds tested; count on the stated rates, not on these rows.
